Compound activity from PubChem.
TEAD-YAP inh – TEAD-YAP interaction inhibition, primary screen, TEAD-YAP interaction inhibitor project, luminescence, HEK-TIYL cells. TEAD-Gal4/YAP UAS-luciferase luminescence. inhibition, % at 9.12 µM. 640,000 compounds, 1.4% hits. AID 1259422, 2018; in the data active = inhibition above about 32%;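 note: 0% = median of test compound wells and 100% = reference inhibitor wells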
FBW7 act – FBW7 E3 ligase activators, primary screen, biochemical, AlphaScreen, human | F-box/WD repeat-containing protein 7 (Homo sapiens), Q969H0 | AlphaScreen FBW7–phospho-cyclin E peptide binding, activator screen | normalized activity (activation), % at 26.1 µM | 650,000 compounds, 0.13% hits; in the data active = normalized activity above about 1.9%;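 note: purified mutant Fbw7 with reduced substrate affinity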
GPR151 activ – activators of human GPR151, primary screen, cell-based, PathHunter beta-arrestin, luminescence. 650,000 compounds, 1% hits. PathHunter beta-arrestin GPR151 cells. AID 1508602, 2020. activation, % at 11.2 µM; in the data active = activation above about 4.9%;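 note: 0% = median of compound wells and 100% = cells with positive control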
Target sequence (Q8TDV0 whole entry, looked up): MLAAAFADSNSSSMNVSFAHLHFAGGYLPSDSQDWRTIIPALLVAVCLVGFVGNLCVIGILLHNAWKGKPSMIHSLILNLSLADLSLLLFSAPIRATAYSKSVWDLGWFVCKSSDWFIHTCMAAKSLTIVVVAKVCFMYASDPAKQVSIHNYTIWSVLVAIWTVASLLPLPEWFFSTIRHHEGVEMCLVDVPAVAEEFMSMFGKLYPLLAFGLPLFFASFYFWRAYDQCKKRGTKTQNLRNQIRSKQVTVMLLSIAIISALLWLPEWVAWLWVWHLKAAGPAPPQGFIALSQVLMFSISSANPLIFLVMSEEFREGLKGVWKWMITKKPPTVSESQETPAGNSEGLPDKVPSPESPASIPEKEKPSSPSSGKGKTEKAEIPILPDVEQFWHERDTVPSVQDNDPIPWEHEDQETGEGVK
MITF primary – MITF inhibitors, primary screen, biochemical, AlphaScreen, human. 650,000 compounds, 0.91% hits. Microphthalmia-associated transcription factor (Homo sapiens), O75030. AlphaScreen MITF homodimerization, bead proximity signal. AID 1259374, 2018. inhibition, % at 2.6 µM; in the data active = inhibition above about 50%;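 note: 0% = vehicle wells with protein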
Target sequence (O75030 whole entry, looked up): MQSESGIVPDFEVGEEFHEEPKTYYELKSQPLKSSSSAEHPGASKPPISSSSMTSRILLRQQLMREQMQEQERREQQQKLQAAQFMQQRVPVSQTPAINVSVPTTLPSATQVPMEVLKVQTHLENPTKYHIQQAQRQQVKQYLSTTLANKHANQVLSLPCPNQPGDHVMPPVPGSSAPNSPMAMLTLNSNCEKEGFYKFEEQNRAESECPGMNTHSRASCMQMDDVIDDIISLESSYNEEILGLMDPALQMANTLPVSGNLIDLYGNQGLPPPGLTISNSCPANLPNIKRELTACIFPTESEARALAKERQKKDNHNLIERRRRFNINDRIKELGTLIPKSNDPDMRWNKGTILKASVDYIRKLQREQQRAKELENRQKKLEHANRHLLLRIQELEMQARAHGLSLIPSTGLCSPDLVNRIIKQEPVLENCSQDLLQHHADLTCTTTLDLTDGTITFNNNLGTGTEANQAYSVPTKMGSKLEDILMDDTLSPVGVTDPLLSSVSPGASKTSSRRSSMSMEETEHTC
The depositor's hits bear a star; · = not tested or not shown.

SMILES	TEAD-YAP inh	FBW7 act	GPR151 activ	MITF primary
Cc1ccc(-n2c(SCC(=O)Nc3nc(C)cs3)nnc2-c2ccncc2)c(C)c1	9	-0.1	0.2	-16
CSc1cccc(NC(=O)NCCNc2nc(C)cc(N(C)C)n2)c1	11	-0.2	-0.3	32
O=C(Nc1cccc(N2CCC(NCC3COCCO3)CC2)c1)c1ccncc1 (stereo not given)	0	-0.1	-0.2	-11
COc1ccccc1Oc1nc2c(C)cccn2c(=O)c1/C=C(\C#N)C(=O)N1CCCCC1	-3	0.0	-0.1	2
CCOC(=O)C1CCN(c2ncnc3c2sc2cccc(F)c23)CC1	-11	0.2	-0.3	6
O=C(O)c1ccc(CSCc2ccccc2)o1	2	0.0	-1.5	-5
O=C(NS(=O)(=O)c1ccc(F)cc1)c1ccccc1	3	0.0	1.4	8
CCCCN(C(=S)Nc1ccc(Cl)cc1OC)C1CCN(C(C)=O)CC1	1	1.3	0.5	11
Cc1cc(NC(=O)CSc2nnc3cc(C)c4ccccc4n23)no1	-1	0.2	-0.7	-9
Cc1ccc(/C=C2/SC(=S)N(CC(=O)O)C2=O)s1	9	0.1	-2.3	13
Cc1ccc(OS(=O)(=O)c2ccc(N3C(=O)CCC3=O)cc2)cc1	-4	0.3	0.1	-4
Cc1cccc(NC(=O)CSc2nnc3n(C)c4ccccc4n23)c1	-14	-0.2	0.2	0
O=C(O)c1ccccc1C(=O)N1CCC(C(=O)c2cccc(C(F)(F)F)c2)CC1	8	0.1	1.8	-17
Cc1cc2cc3c(N)c(C(=O)Nc4nccs4)sc3nc2cc1C	10	-0.1	-0.4	5
Cc1ccc(-c2ccc(C=O)o2)cc1[N+](=O)[O-]	6	0.2	-0.3	12
Cc1c(C)c(C)c(S(=O)(=O)NCC2(O)CCCC2)c(C)c1C	-1	-0.2	-0.8	7
COc1cc2[nH]c3c(=O)n(Cc4ccccc4Cl)cnc3c2cc1OC	9	-0.2	0.9	5
COc1ccc(C2=CC(c3cccc(OC)c3)n3ncnc3N2)cc1 (stereo not given)	43*	0.1	1.9	2
Cc1cccc2cc(C3CC(c4ccco4)=NN3S(C)(=O)=O)c(Cl)nc12 (stereo not given)	-1	0.1	-1.0	-7
COc1ccc(OC)c(NC(=S)NCCCO)c1	0	0.3	0.7	12
C/C(CC(=O)Nc1ccc2c(c1)OCO2)=N\NC(=O)c1cccnc1	-12	-0.1	1.0	4
O=C1C(N2CCCCC2)=C(N2CCOCC2)C(=O)c2ccccc21	10	-0.1	0.0	5
CCCCNc1nc(SCC(=O)NC(C)CC)nc2ccccc12 (stereo not given)	1	0.3	-0.2	15
Cc1ccc(C(=O)CNc2ccc(F)cc2)cc1	-30	0.1	0.4	6
COc1ccccc1OC(C)C(=O)Nc1ccccc1 (stereo not given)	8	-0.1	-0.6	-11
CCCCC1=CC2=C(OC(C)=O)C(=O)C(C)(OC(=O)CC)C(=O)C2=CO1 (stereo not given)	·	0.0	-1.4	14
CCOC(=O)C1=C(C)N=c2s/c(=C\c3cccc(OC)c3)c(=O)n2C1c1ccc2c(c1)OCO2 (stereo not given)	4	0.1	0.0	-21
CC(C)N(C(=O)NC(c1ccc(F)c(F)c1)c1nccn1C)C(C)C (stereo not given)	4	-0.8	1.6	10
CCOc1ccccc1C(=O)n1nc2nc(C)cc(C)c2c1N	13	0.0	0.4	11
Cc1cc(C)cc(NC(=O)C2C3C=CC4(O3)C2C(=O)N(CCN2CCCCC2C)C4C(=O)NC2CCCC(C)C2C)c1 (stereo not given)	-3	0.9	-0.1	35
CCc1ccccc1NC(=O)c1ccc(F)c(S(=O)(=O)NCc2ccc(C)cc2)c1	-7	-0.3	0.2	6
O=C(Nc1cccc(-c2ccc(F)cc2)c1)C1CCCN(Cc2cccnc2)C1 (stereo not given)	-11	-0.3	-0.2	-11
COc1ccccc1NC(=O)c1cc(-c2ccccc2)nc2ccc(C)cc12	2	0.4	-0.2	1
CCOc1ccc(NC(=O)CCN2C(=O)c3ccccc3S2(=O)=O)cc1	3	0.1	-1.6	23
O=C(O/N=C(/c1ccccc1)c1ccncc1)c1ccc([N+](=O)[O-])cc1	-2	-0.1	-0.3	-2
CCCSc1nc2sc(C)c(C)c2c(=O)n1-c1ccccc1	10	-0.2	1.1	0
COc1ccc(NC(=O)c2ccc(C(C)=O)cc2)cc1	-10	-0.1	-2.7	7
CN1CCCC(OC(=O)c2cncc(Br)c2)C1 (stereo not given)	1	0.1	1.3	-3
CCOc1ccc2nc(SCC(=O)NC(C)(C)C)c(C#N)cc2c1	2	-0.1	0.7	15
NC(=S)Nc1nc2cc(Cl)cc(Cl)c2[nH]c1=O	-6	-0.1	-0.7	6
O=C(NCCNC(=O)Nc1cccc(Cl)c1)Nc1cccc(Cl)c1	-3	0.1	0.6	12
Cc1ccc(C(=O)COC(=O)/C=C/c2ccc([N+](=O)[O-])o2)cc1C	-1	-0.1	-0.9	2
CC1CCN(c2c(NCc3ccc(C(=O)Nc4nccs4)cc3)c(=O)c2=O)CC1	1	0.1	-0.8	6
COc1ccc(Cl)cc1NC(=O)C1C2CC3OC(=O)C1C3C2 (stereo not given)	2	0.0	-1.1	4
COc1ccc(C(=O)[C@H]2CCCN(C(=O)c3ccn(C)n3)C2)cc1	0	-0.2	0.9	-13
O=C(NCCc1nnc2n1CCN(Cc1ccc(-c3ccccc3)cc1)CC2)c1ccoc1	8	0.1	-0.6	15
O=c1[nH]c(=O)n(Cc2ccccc2)cc1I	11	-0.1	-0.5	-4
CCOc1cc(/C=C2\C(=O)N(c3ccc(S(N)(=O)=O)cc3)N=C2C)ccc1OC	5	-0.4	2.3	13
C=CCn1c(CSCc2ccc(F)cc2)n[nH]c1=S	14	0.3	-0.7	16
CN(C)c1ccc(C2c3ccccc3C=CN2C(=O)c2ccccc2)cc1 (stereo not given)	1	-0.2	0.9	38

Going on with the list.
SMILES	TEAD-YAP inh	FBW7 act	GPR151 activ	MITF primary
Cc1ccc(C)c(Nc2nc(NCCN3CCOCC3)nc3nccnc23)c1	17	0.2	0.7	1
Cc1ccc(NC(=O)CN2C(=O)CC(C)Sc3ccccc32)cc1 (stereo not given)	7	0.0	0.3	4
C=CCN1C(=O)CCC1CCNCc1cccc(C)c1 (stereo not given)	6	0.0	1.0	11
CCOC(=O)C1=C(N)N(c2ccc(Br)cc2)C2=C(C(=O)CC(C)(C)C2)C1c1cc(Br)cs1 (stereo not given)	-3	0.8	3.4	5
Cc1ccc(NC(=O)C2CC2c2ccccc2)cc1 (stereo not given)	-20	0.7	1.0	15
COc1ccc(CC2(CCC(=O)N3C[C@@H](C)O[C@@H](C)C3)CCC(=O)N2)cc1 (stereo not given in full)	-2	0.1	-0.8	7
O=C(Nc1ccccc1Cl)c1cc(S(=O)(=O)NCc2ccccc2Cl)ccc1F	3	0.0	2.2	3
CCOc1ccccc1/C=N/NC(=O)CCn1nnc2ccccc21	15	0.1	0.4	9
O=S(=O)(c1cccs1)N1CCC(c2ccccc2)C1 (stereo not given)	-13	0.2	-0.9	0
COc1cc(C2C(C(C)=O)=C(O)C(=O)N2CC(OC)OC)ccc1O (stereo not given)	-3	-0.1	1.6	10

Laid out differently: two of the compounds above
Each structure is followed by: TEAD-YAP inh	FBW7 act	GPR151 activ	MITF primary
> CCc1ccccc1NC(=O)c1ccc(F)c(S(=O)(=O)NCc2ccc(C)cc2)c1
 : -7	-0.3	0.2	6
> O=C(Nc1cccc(-c2ccc(F)cc2)c1)C1CCCN(Cc2cccnc2)C1 (stereo not given)
 : -11	-0.3	-0.2	-11

16 structures from above, arranged by formula weight, descending.
SMILES	TEAD-YAP inh	FBW7 act	GPR151 activ	MITF primary
CCOC(=O)C1=C(N)N(c2ccc(Br)cc2)C2=C(C(=O)CC(C)(C)C2)C1c1cc(Br)cs1 (stereo not given)	-3	0.8	3.4	5
Cc1cc(C)cc(NC(=O)C2C3C=CC4(O3)C2C(=O)N(CCN2CCCCC2C)C4C(=O)NC2CCCC(C)C2C)c1 (stereo not given)	-3	0.9	-0.1	35
CCOC(=O)C1=C(C)N=c2s/c(=C\c3cccc(OC)c3)c(=O)n2C1c1ccc2c(c1)OCO2 (stereo not given)	4	0.1	0.0	-21
O=C(Nc1cccc(N2CCC(NCC3COCCO3)CC2)c1)c1ccncc1 (stereo not given)	0	-0.1	-0.2	-11
O=C(NCCNC(=O)Nc1cccc(Cl)c1)Nc1cccc(Cl)c1	-3	0.1	0.6	12
Cc1cc2cc3c(N)c(C(=O)Nc4nccs4)sc3nc2cc1C	10	-0.1	-0.4	5
Cc1cccc(NC(=O)CSc2nnc3n(C)c4ccccc4n23)c1	-14	-0.2	0.2	0
CCCSc1nc2sc(C)c(C)c2c(=O)n1-c1ccccc1	10	-0.2	1.1	0
CCOc1ccccc1C(=O)n1nc2nc(C)cc(C)c2c1N	13	0.0	0.4	11
CN1CCCC(OC(=O)c2cncc(Br)c2)C1 (stereo not given)	1	0.1	1.3	-3
C=CCn1c(CSCc2ccc(F)cc2)n[nH]c1=S	14	0.3	-0.7	16
NC(=S)Nc1nc2cc(Cl)cc(Cl)c2[nH]c1=O	-6	-0.1	-0.7	6
O=C(NS(=O)(=O)c1ccc(F)cc1)c1ccccc1	3	0.0	1.4	8
COc1ccc(NC(=O)c2ccc(C(C)=O)cc2)cc1	-10	-0.1	-2.7	7
O=C(O)c1ccc(CSCc2ccccc2)o1	2	0.0	-1.5	-5
Cc1ccc(-c2ccc(C=O)o2)cc1[N+](=O)[O-]	6	0.2	-0.3	12

Additional records.
SMILES	TEAD-YAP inh	FBW7 act	GPR151 activ	MITF primary
COC(CNC(=O)c1cc(-c2ccccc2)nc2ccccc12)OC	7	0.0	0.3	8
COc1ccc(/C=C(\Cl)c2nnc(-c3ccc([N+](=O)[O-])cc3)o2)cc1	8	-0.1	0.9	10
COc1cccc(-c2nc3ccccc3c(=O)n2NC(=O)/C=C/c2ccc(Br)cc2)c1	5	-0.1	0.8	-1
Nc1nc2c(s1)C(=O)NCCC2	3	0.0	0.9	-7
O=C(O)Cc1ccc(O)c(O)c1	4	-0.1	-1.7	23
Cc1c(C(=O)CC#N)c2ccccn2c1CCC#N	-1	0.1	-0.4	18
O=C(CN(Cc1ccccc1Cl)C(=O)c1csnn1)NCc1ccccc1	3	-0.1	-0.1	-9
CCN1CCN(c2ncc(-c3ccccc3)cc2C=O)CC1	36*	-0.1	1.6	-2
Cc1cc(C)nc(SCC(=O)N/N=C/c2ccc(Cl)cc2Cl)n1	10	0.0	0.4	1
CC(C)(O)/C(CCc1ccccc1)=N/Nc1ccc([N+](=O)[O-])cc1[N+](=O)[O-]	-6	0.1	0.4	-12
CC(NC(=O)C(=O)N/N=C/c1cccs1)c1ccccc1 (stereo not given)	-23	0.6	-1.3	-1
Cn1c2c(c(=O)n(C)c1=O)C(c1ccc(F)cc1F)C1=C(N2)c2ccccc2C1=O (stereo not given)	5	0.6	1.4	12
CC(C)(C)c1ccc(OCC(=O)Nc2cccc(C(=O)Nc3nccs3)c2)cc1	3	-0.1	-0.4	-1
CCOC(=O)C1=C(C)N=c2s/c(=C\c3cccc(OCc4ccc(F)cc4)c3)c(=O)n2C1c1ccccc1OC(C)C (stereo not given)	-6	-0.2	-0.8	-10
CC(c1ccncn1)N(C)Cc1c(C(=O)N2CCCCCCC2)nc2sccn12 (stereo not given)	-3	-0.2	-0.4	-5
COCCNC(=O)c1cn(-c2ccc(Cl)cc2)c(=O)c2ccccc12	5	0.1	0.3	3
Cc1cc2c(o1)CCc1sc(N(C)C(=O)CN3CCCC3=O)nc1-2	6	0.8	0.0	16
O=C(O)/C(=C\c1ccc2c(c1)OCO2)NC(=O)c1ccccc1I	13	0.0	0.0	4
C=CC[C@@H]1CC=C[C@@H](c2ccccc2)N1C(=O)CCC1(C)CCC(=O)N1 (stereo not given in full)	-2	0.0	1.1	3
CCN(CC)S(=O)(=O)c1ccc(Oc2ccccc2OC)cc1	-12	0.1	-0.2	-1
COc1ccc(NC(=O)c2sc(SCC(=O)Nc3cccc(C(F)(F)F)c3)nc2N)cc1	-39	-0.1	0.0	-10
COc1ccccc1NC(=O)CC(=O)c1ccccc1	6	0.0	0.7	1
CCOc1ccccc1C1C(C#N)=C(N)Oc2cc(N(C)C)ccc21 (stereo not given)	14	0.6	1.0	-3
O=C(c1ccc(OC2CSC2)cc1)N1CCCC(c2ccnc3ncnn23)C1 (stereo not given)	-8	-0.2	1.6	9
O=C(NCCOc1ccc(Cl)cc1)C(=O)Nc1ccccc1Cl	0	-0.1	-0.5	0
COCCCNC(=O)CN(c1ccccc1C)S(=O)(=O)c1ccc(Cl)cc1	-2	0.2	0.2	-26
Cc1ccc2c(c1)C1CN(C)CCC1N2S(=O)(=O)c1ccc([N+](=O)[O-])cc1 (stereo not given)	11	-0.3	1.5	12
CN(C)c1ccc(/C=C2/SC(=Nc3ccccc3)N(Cc3ccccc3)C2=O)cc1	-15	-0.1	0.4	1
COc1cccc(N2CCN(C(=O)Cn3c(=O)oc4ccccc43)CC2)c1	-10	0.4	0.4	13
CC(C)(C)NC(=O)C1CCN(S(=O)(=O)c2ccc3c(c2)OCCO3)CC1	2	-0.1	1.3	1
COc1ccc(C(=O)C2CCN(C(=S)NCC3CCCO3)CC2)cc1 (stereo not given)	10	1.2	-0.9	85*
COc1ccc2c(c1)c(=O)c1ccccc1n2CC(=O)Nc1cccc(Cl)c1	13	0.2	0.7	0
